# West Nile virus CPE – inhibition of WNV-induced cytopathic effect – cell-based, CPE readout (AID 1621); West Nile virus-infected cells, CPE inhibition; higher % means a stronger effect; one-dose CPE inhibition, % at 10 µM; IC50 in µM for titrated hits; 290,000 tested, 0.02% active; in the data active means a potency from the dose series; further: strong numbers were not always called active
# M17LAP inhibition – P. falciparum M17LAP inhibitors, primary screen, biochemical, fluorogenic H-Leu-NHMec substrate, 1536-well (AID 1619); recombinant M17LAP, H-Leu-NHMec fluorogenic kinetic assay; higher % means a stronger effect; 220,000 tested, 0.38% active; inhibition, % at 30 µM, or IC50 in µM where a hit was titrated;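 active means compound inhibiting the enzyme by more than half at any dose during confirmatory dose-response retesting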;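 further: plate controls were full reaction with DMSO carrier for no effect and no enzyme background for full effect; strong numbers were not always called active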
# PMI inhibition – human PMI inhibitors, high substrate, primary screen, biochemical, fluorescence intensity, high mannose 6-phosphate (AID 1220) | 190,000 tested, 0.66% active | recombinant PMI enzyme, coupled fluorescence intensity; higher % means a stronger effect | inhibition, % at 20 µM, or IC50 in µM where a hit was titrated
# K1F lysis inhibition – inhibition of K1F phage lysis, E. coli UTI89, bacterial capsule biogenesis inhibitors, alamar blue (AID 488966); E. coli UTI89 K1F phage lysis, alamar blue, 2 h; higher % means a stronger effect; inhibition, % at 100 µM; hits with a dose series show IC50 in µM; 340,000 tested, 0.02% active;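 active means phage lysis inhibition, versus mean bacterial control, above a set limit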;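 further: capsule biogenesis inhibitors block K1F phage lysis so surviving cells raise fluorescence; higher fluorescence means more inhibition of phage lysis; actives were called in the ten point dose series up to 300 µM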
# TNAP activation fold – human TNAP enzyme activators, primary screen, biochemical, luminescent, no phosphate acceptor, uHTS (AID 1001); one-dose activation fold at 20 µM; EC50 in µM for titrated hits; purified TNAP, luminescent activation assay, no phosphate acceptor; higher activation fold means a stronger effect; 200,000 tested, 0.03% active; in the data active means activation fold from about 3, or a potency from the dose series; inactive means the rest, 99 in 100 with activation fold below about 1.6; further: many of its hits are not listed in these tables
# RSV antiviral HEp-2 – inhibition of RSV-induced cytopathic effect – HEp-2 cells, primary 10 µM value included (AID 2391) | one-dose CPE inhibition, % at 10 µM; IC50 in µM for titrated hits | 310,000 tested, 0.13% active | HEp-2 cells, RSV-induced CPE inhibition; higher % means a stronger effect; in the data active means a potency from the dose series; further: strong numbers were not always called active
# T cell HTS – T cell immune modulators affecting CD8 T cell-vesicle binding. 2C CD8+ T cell-vesicle binding, flow cytometry; stronger effect = lower value. calls only at 7 µM. 330,000 tested, 0.068% active. AID 2052;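 active means response, share of CD8 T cells binding vesicles, and their 90th percentile fluorescence all below set limits, cut at about 80% in these data, passing the limit was not always enough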
#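 Assay system: 2C TCR transgenic mouse naive CD8+ T cells, MACS-purified | Read-out: CD8+ gate FL2 mean fluorescence as % of same-row positive control | Signal: High-throughput flow cytometry with anti-B7-1 and anti-CD8 staining | Timing: Binding step 1.5 h, 37 °C, antibody labelling 20 min, ice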
# PMI inhibitors – inhibitors of human PMI, primary screen, biochemical, fluorescence intensity, coupled assay (AID 1209); purified PMI enzyme, coupled fluorescence intensity; higher % means a stronger effect; one-dose inhibition, % at 20 µM; IC50 in µM for titrated hits; 190,000 tested, 0.42% active;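 further: plate controls were DMSO vehicle for no effect and wells lacking substrate for full effect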
# P. falciparum M1AAP – P. falciparum M1AAP inhibitors, biochemical, fluorogenic H-Leu-NHMec substrate, 1536-well (AID 1445); recombinant M1AAP, H-Leu-NHMec fluorogenic kinetic assay; higher % means a stronger effect; inhibition, % at 30 µM; hits with a dose series show IC50 in µM; 220,000 tested, 0.42% active;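 active means primary inhibition above the hit cutoff, then over 50% inhibition at one or more dose response concentrations, cut at about 23% in these data, passing the limit was not always enough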;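 further: plate controls were DMSO full reaction for no effect and no enzyme background for full effect; strong numbers were not always called active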
# T cell HTS vesicle-bound % – further read-out of T cell HTS, marked with its call; double positive events, %; measured here: CD8+ vesicle-bound cell fraction;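 binding gate set so that unloaded-vesicle control wells show 10% double positive cells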
# * marks the source's active call; other numbers are inactive results; i = inactive; . = not tested or not shown; + = active, no number; & = joins results of further samples. Unless noted, no stated cut-off is given here; in the data, active means inhibition above about 50%; inactive means the rest.
smiles	K1F lysis inhibition	M17LAP inhibition	West Nile virus CPE	T cell HTS	RSV antiviral HEp-2	TNAP activation fold	PMI inhibition	P. falciparum M1AAP	PMI inhibitors	T cell HTS vesicle-bound %
Cc1ccc(N(C(=O)c2ccc(S(=O)(=O)N3CCOCC3)cc2)C2C=CS(=O)(=O)C2)cc1C (stereo not drawn)	0.1%	0%	0.2%	i	1.0%	1.1	-6%	0%	-4%	30
COc1ccc(Cc2nc3ccccc3n2C)cc1	0.2%	-2%	-0.6%	i	5.0%	1.1	-23%	-2%	-24%	45
COc1ccc(C2=NN(c3ccccc3)C(c3cn(CCC(=O)O)nc3-c3ccccc3)C2)cc1 (stereo not drawn)	-0.8%	-9%	-0.4%	i	19%	1.2	-6%	14%	-16%	28
CCOC(=O)C1CCN(C(=O)COC(=O)c2cccc(F)c2)CC1	0.2%	-2%	0.9%	i	0.3%	1.1	-1%	-3%	2%	39
Nc1nnc(-c2cccnc2)s1	-0.1%	5%&8%	0.1%&-0.6%	i	0.8%	1	6%	-7%&0%	10%	28
O=C(CCc1nnc2ccc(N3CCC4(CC3)OCCO4)nn12)N1CCCCC1	1.7%	.	-0.1%	i	2.7%	.	.	.	.	59
CC(C)(C)c1ccc(/C=C/C(=O)NCCCN2CCOCC2)cc1	2.9%	.	-0.7%	i	0.7%	.	.	.	.	57
Cn1nc(C(F)(F)F)c(-c2ccccc2)c1NC(=O)CCC(=O)O	.	0%	-0.1%	i	2.3%	.	.	-5%	.	26
COc1cccc(C(=O)N(Cc2cccs2)C2CCS(=O)(=O)C2)c1 (stereo not drawn)	1.3%	-2%	0.4%	i	0.0%	.	.	-4%	.	17
CSc1nsc(SC)c1NC(=O)OC1CCCCC1	-0.7%	-3%	0.4%	i	3.3%	1	-11%	-3%	-4%	25
O=C(Nc1ccc2c(c1)OCCO2)c1cccnc1Oc1ccccc1	-1.0%	-2%	0.4%	i	2.3%	.	.	11%	.	37
CC(NS(=O)(=O)c1ccc(Cl)cc1)C(=O)NCCC1=CCCCC1 (stereo not drawn)	-0.9%	-1%	-1.3%	i	-0.7%	1.1	15%	0%	10%	39
Cc1cc(Cl)ccc1OCC(=O)Nc1ccccc1NS(=O)(=O)c1cccs1	0.3%	-1%	0.1%	i	-1.4%	.	.	-1%	.	28
O=C(NN=C1CCCCCCCCCCC1)c1ccncc1	0.4%	-4%	0.0%	i	0.6%	1	-24%	11%	-35%	38
CN(C)c1ccc(N=Nc2ccccc2Br)cc1	-0.1%	.	-0.6%	i	9.1%	.	.	.	.	53
CC(/C=N/n1c(-c2cccnc2)n[nH]c1=S)=C\c1ccccc1	0.1%	8%	0.3%	i	0.8%	0.9	3%	10%	6%	23
CC(=O)c1cn(CC(=O)Nc2ccccc2)c2ccccc12	4.3%	20%	-0.5%	i	-1.1%	1.1	3%	12%	11%	50
COc1ccc(NC(=O)Cn2nnc(-c3ccccc3F)n2)cc1Cl	1.1%	2%	0.2%	i	2.9%	1.1	16%	1%	12%	46
Cc1cc(-c2ccco2)n2c(nc3ccccc32)c1C#N	0.2%	9%	.	i	9.5%	1.1	14%	5%	10%	38
N#CCSc1nc(Nc2ccc3c(c2)OCO3)c2ccccc2n1	3.8%	-3%	-0.8%	i	1.8%	1.1	8%	3%	8%	25

# The last 3 records of the part before lead into the next:
smiles	K1F lysis inhibition	M17LAP inhibition	West Nile virus CPE	T cell HTS	RSV antiviral HEp-2	TNAP activation fold	PMI inhibition	P. falciparum M1AAP	PMI inhibitors	T cell HTS vesicle-bound %
COc1ccc(NC(=O)Cn2nnc(-c3ccccc3F)n2)cc1Cl	1.1%	2%	0.2%	i	2.9%	1.1	16%	1%	12%	46
Cc1cc(-c2ccco2)n2c(nc3ccccc32)c1C#N	0.2%	9%	.	i	9.5%	1.1	14%	5%	10%	38
N#CCSc1nc(Nc2ccc3c(c2)OCO3)c2ccccc2n1	3.8%	-3%	-0.8%	i	1.8%	1.1	8%	3%	8%	25
CC(=O)Nc1ccc(C(=O)OCC(=O)N(C)C2CCCCC2)cc1	0.3%	-1%	0.9%	i	-2.1%	1.2	-6%	2%	15%	29
COc1ccccc1C(=O)Nc1nc2ccccc2s1	0.7%	.	-0.4%	i	2.3%	.	.	.	.	59
O=C(NC(=S)Nc1ccccc1[N+](=O)[O-])c1ccccc1	-0.1%	5%	0.4%	i	0.3%	.	.	12%	.	23
CC(C)CC1NC2(C(=O)N(C)c3ccccc32)C2C(=O)N(C(C)C)C(=O)C12 (stereo not drawn)	-0.1%	-14%	-0.4%	i	1.8%	1.1	5%	1%	9%	42
C/C(=N\NC(=O)CC(C)C)c1ccc(Cl)c(Cl)c1	1.9%	2%	0.3%	i	-1.9%	1.1	15%	6%	19%	39
Cc1cc(=O)[nH]c(-c2ccccc2)n1	2.9%	1%	-0.7%	i	2.3%	1.1	5%	1%	6%	52
CS(=O)(=O)Cc1cc(N2CCCC2)nc(-c2ccccc2)n1	1.5%	-7%	-0.1%	i	3.9%	1.1	2%	7%	2%	59
CC(NC(=O)C(NS(=O)(=O)c1cccc2nsnc12)C(C)C)c1ccccc1 (stereo not drawn)	-0.3%	.	-0.8%	i	2.1%	.	.	.	.	46
Cc1c(CC(=O)O)c(=O)oc2cc(OCc3ccc(F)cc3Cl)ccc12	0.1%	.	0.4%	i	-0.1%	.	.	.	.	26
CCCc1cc(=O)oc2cc(OCc3ccc(C(=O)O)o3)ccc12	0.2%	.	-0.1%	i	0.1%	.	.	.	.	37
CCCSCCCNC(=O)CC1Oc2ccccc2NC1=O (stereo not drawn)	-3.2%	-11%	1.0%	i	1.2%	1	-6%	-1%	-9%	42
O=C1c2cccnc2C(=O)N1c1cccc([N+](=O)[O-])c1	0.6%	.	0.8%	i	0.7%	.	.	.	.	29
CN1CCN(S(=O)(=O)c2ccc(NC(=O)c3cccs3)cc2)CC1	0.6%	1%	-0.1%	i	-0.1%	1.1	-5%	-2%	1%	32
Cc1ccc(C)n1-c1ccc(N2CCOCC2)c(Br)c1	-0.1%	8%	0.1%	i	2.5%	1.2	4%	4%	4%	18
CCOC(=O)C1=C(c2ccccc2)NC(=O)N(C(C)=O)C1c1cccc([N+](=O)[O-])c1 (stereo not drawn)	-0.2%	30%	-1.1%	i	-1.8%	1	6%	4%	4%	39
O=c1c2cc(N3CCOCC3)ccc2[nH]c(=S)n1Cc1cccc(Cl)c1	0.4%	-14%	-0.3%	i	-0.3%	1.1	12%	15%	5%	51
COC(=O)c1ccc(NC(=O)CSc2nnc(-c3ccncc3)n2C)cc1	-0.1%	-2%	0.0%	i	-1.0%	1	7%	3%	6%	23
CC(C)C(=O)N1CCN(S(=O)(=O)c2ccc3ccccc3c2)CC1	0.6%	.	-1.5%	i	7.8%	.	.	.	.	22
CCNS(=O)(=O)c1ccc(NC(=O)Cn2nc(C(F)(F)F)cc2C)cc1	0.5%	3%	0.1%	i	3.5%	1	-14%	8%	-16%	31
COc1ccc(N2C(=O)CSC23C(=O)Nc2ccccc23)cc1 (stereo not drawn)	-0.4%	30%	-0.2%	i	1.2%	1.1	-2%	0%	-1%	39
Cc1ccccc1CSc1n[nH]c(NS(=O)(=O)c2ccccc2)n1	-0.4%	17%	-0.2%	i	2.2%	1	-1%	6%	0%	12
O=C(O)CCC(=O)Nc1ccc2c(c1)Cc1cc(NC(=O)CCC(=O)O)ccc1-2	0.0%	.	0.7%	i	-0.9%	.	.	.	.	60
CSCCC(NC(=O)c1cccc(C)c1)C(=O)O (stereo not drawn)	0.3%	-8%	0.5%	i	0.3%	1.1	-6%	-1%	-17%	23
CC1(C)Cc2c(cnn2-c2ccc(F)cc2)C(NC(=O)c2ccc(=O)oc2)C1 (stereo not drawn)	-0.2%	.	-0.4%	i	1.1%	.	.	.	.	12
COc1ccc(-c2noc(CN(C)C3CCOCC3)n2)cc1	0.2%	.	-0.6%	i	1.2%	1.2	-1%	.	0%	51
Cc1nc2c3cc(F)ccc3n(CCN3CCCCC3)c2s1	1.0%	1%	-0.4%	i	-1.1%	1.1	6%	13%	-2%	34
COc1ccccc1NC(=O)c1cc2c(CO)cnc(C)c2oc1=Nc1cc(OC)c(OC)c(OC)c1	-0.2%	.	1.1%	i	1.8%	.	.	.	.	9
CCOc1ccccc1CNC(=O)C1CCCN(c2nnc(C)c3c(C)n(-c4ccccc4)nc23)C1 (stereo not drawn)	0.0%	.	-0.3%	i	4.3%	.	.	.	.	49
CCCOC(=O)c1c(NC(=O)CCCn2nc([N+](=O)[O-])cc2C)sc(C(=O)OC)c1C	0.4%	-21%	-0.9%	i	0.8%	1	-1%	0%	9%	52
COc1ccccc1N1CCN(C(=O)CN(CCc2ccccc2)S(C)(=O)=O)CC1	0.4%	4%	-1.2%	i	6.0%	1.1	14%	4%	17%	54
CCN(CC)CC#CCC(O)(c1ccccc1)C1CCCC1 (stereo not drawn)	1.3%	6%	-1.6%	.	-1.5%	1	-13%	5%	-17%	.
CCCCCCn1c(-c2cccs2)n[nH]c1=S	-0.3%	2%	0.5%	i	7.6%	1.5	5%	-8%	7%	3
O=C(N/N=C1/SCC(=O)N1Cc1ccco1)c1ccccc1F	-0.9%	.	-0.2%	i	1.1%	1	-4%	.	1%	40
Cc1ccc(-n2ncc3c(N4CCCC(C)C4)ncnc32)c(C)c1 (stereo not drawn)	7.8%	-2%	0.6%	+	0.5%	.	.	2%	.	3.6*
O=C(O)C1CCN(S(=O)(=O)c2ccc3c(c2)OCCCO3)CC1	0.5%	-1%	-0.5%	i	-1.6%	1.1	2%	2%	-11%	6
CN(C)C(=S)NC(=O)C12CC3CC(C)(CC(C)(C3)C1)C2	-1.2%	4%	0.0%	i	.	.	.	5%	.	21
C/C=C/COC(=O)C1=C(C)NC(=O)NC1c1ccc2c(c1)OCO2 (stereo not drawn)	-1.1%	.	-0.2%	i	-0.4%	.	.	.	.	49
COc1ccc(OC)c(NC(=O)COc2ccc(Br)cc2)c1	0.0%	.	-0.7%	i	3.8%	.	.	.	.	60
COCCNC(=O)c1cc2cc3ccc(OC)cc3nc2o1	-0.1%	.	-0.6%	i	2.7%	.	.	.	.	21
COn1c2c(c3c4no[n+]([O-])c4ccc31)CCCC2	3.1%	5%	0.3%	i	41%	1	12%	0%	12%	49
